OX1R antag-1: human HCRTR1 antagonism; inhibition, % at 5 µM; CHO/OX1R cells, Fluo-8 calcium fluorescence, orexin A; AID 434989; 330,000 compounds, 0.43% hits;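 active means inhibition above its plate's threshold, mean inhibition of all tested compounds on the plate plus 3 SD, cut at about 37% in these data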;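 further: 0% = orexin A challenge wells and 100% = SB-334867-A antagonist wells; not every result past the cut was called active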
Target sequence (O43613 whole entry, looked up): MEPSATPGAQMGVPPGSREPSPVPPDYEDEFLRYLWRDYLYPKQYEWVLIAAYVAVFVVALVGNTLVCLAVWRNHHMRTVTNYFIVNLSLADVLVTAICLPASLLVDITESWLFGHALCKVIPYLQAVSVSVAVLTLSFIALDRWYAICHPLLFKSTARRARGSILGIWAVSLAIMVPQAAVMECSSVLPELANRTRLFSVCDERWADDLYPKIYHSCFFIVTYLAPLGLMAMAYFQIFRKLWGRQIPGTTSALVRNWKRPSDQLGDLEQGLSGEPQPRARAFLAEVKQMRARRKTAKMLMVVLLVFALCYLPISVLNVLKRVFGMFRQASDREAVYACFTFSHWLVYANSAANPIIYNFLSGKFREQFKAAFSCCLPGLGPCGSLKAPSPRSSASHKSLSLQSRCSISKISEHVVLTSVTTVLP
STK33 inh: inhibitors of human STK33 kinase. Q9BYT3. purified STK33, MBP phosphorylation, ADP-Glo luminescence. inhibition, % at 10 µM. 320,000 compounds, 0.073% hits;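 active means inhibition at or above 25%, using the most active replicate where run in duplicate; inactive means inhibition below 25%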
Target sequence (Q9BYT3 whole entry, looked up): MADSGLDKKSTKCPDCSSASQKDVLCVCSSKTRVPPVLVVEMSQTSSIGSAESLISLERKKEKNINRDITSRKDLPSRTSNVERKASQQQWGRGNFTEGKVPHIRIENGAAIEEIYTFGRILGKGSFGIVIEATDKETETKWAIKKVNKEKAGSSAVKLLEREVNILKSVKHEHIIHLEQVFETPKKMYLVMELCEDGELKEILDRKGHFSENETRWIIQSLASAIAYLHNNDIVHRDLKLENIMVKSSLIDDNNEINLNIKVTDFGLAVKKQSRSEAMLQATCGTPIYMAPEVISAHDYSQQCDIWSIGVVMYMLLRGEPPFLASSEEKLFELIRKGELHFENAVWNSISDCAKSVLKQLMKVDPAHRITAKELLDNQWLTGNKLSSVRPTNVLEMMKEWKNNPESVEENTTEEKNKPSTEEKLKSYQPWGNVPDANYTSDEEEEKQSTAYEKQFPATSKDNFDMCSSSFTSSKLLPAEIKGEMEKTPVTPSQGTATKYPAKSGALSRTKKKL
OX1R antag-2: antagonists of human orexin 1 receptor (OX1R); 330,000 compounds, 1.8% hits; AID 485270; OX1R-expressing cells, FRET antagonist read-out; O43613; inhibition, % at 6.6 µM; in the data active means inhibition mostly above about 38%, no sharp cut-off; inactive means mostly below about 40%;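 further: 0% = agonist challenge alone and 100% = reference antagonist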
The depositor's hits bear a star; x = no result given.

1: CC(C)(C)OC(=O)NC1CONC1=O (configuration not stated)
2: CCCCn1c(SCC(=O)Nc2cc(C(F)(F)F)ccc2Cl)nnc1C(CC)N(C)C (configuration not stated)
3: O=C(N/N=C/c1ccc(-c2ccccc2Cl)o1)c1ccccc1
4: c1ccc(Oc2cccc(OCCn3cncn3)c2)cc1
5: Cc1c(C(=O)Nc2nc3ccccc3[nH]2)oc2ccccc12
6: O=C(COC(=O)C1(c2ccccc2F)CCCC1)NCc1ccc2c(c1)OCO2
7: CCCNC(=O)c1ccc(N2CCC3(CC2)CC(c2ccccc2)=NO3)c(NC(=O)c2ccccc2)c1
8: CC(=O)Nc1cccc(-c2csc(Nc3cccc(C)n3)n2)c1

Compound	1	2	3	4	5	6	7	8
OX1R antag-1	-12	-1	4	1	-15	4	-24	-1
STK33 inh	-1.3	-0.6	x	-2.2	1.4	-1.2	-0.8	1.2
OX1R antag-2	9	12	53	8	45	12	21	21

9: CC(C)(C)C(CN1CCCC1)OC(=O)c1ccccc1 (configuration not stated)
10: CCOc1ccc(S(=O)(=O)N(CC)CC)cc1N
11: O=C(c1ccc(Cn2c(=S)[nH]c3ccc(N4CCOCC4)cc3c2=O)cc1)N1CCN(c2ccc(F)cc2)CC1
12: Cc1cccc(C(=O)Nc2ccc(N3CCN(c4ccc(C(F)(F)F)cn4)CC3)nc2)c1
13: CC(C)c1[nH]nc2c1C(c1ccco1)C(C#N)=C(N)O2 (configuration not stated)
14: CC1CC[C@@]2(OC1)O[C@H]1CC3[C@@H]4C[C@@H](O)[C@@]5(O)C[C@@H](O)[C@H](O)C[C@]5(C)[C@H]4CC[C@]3(C)[C@H]1[C@@H]2C (some centres not stated)
15: N#CC1CCCc2c1[nH]c1ccc([N+](=O)[O-])cc21 (configuration not stated)
16: O=C(N/N=C/c1cc([N+](=O)[O-])ccc1O)C(O)(c1ccccc1)c1ccccc1

Compound	9	10	11	12	13	14	15	16
OX1R antag-1	-12	-7	-3	-18	-4	11	-16	-15
STK33 inh	0.1	-0.9	-1.2	-0.1	x	-1.7	1.0	-0.6
OX1R antag-2	0	6	4	9	17	8	-8	21

17: c1ccc(C2c3[nH]c4ccccc4c3CCN2Cc2cccn2-c2ccccn2)nc1 (configuration not stated)
18: Cc1c(NC(=O)Nc2ccc(C#N)cc2)c(=O)n(-c2ccccc2)n1C
19: O=C1Nc2ccc(Br)cc2C1Cc1ccccc1F (configuration not stated)
20: CSCC[C@H](NC(=O)c1cc([N+](=O)[O-])ccc1Cl)c1nc2ccccc2[nH]1
21: COc1ccc(N(CC(=O)N2CCN(Cc3ccccc3)CC2)S(C)(=O)=O)c(OC)c1
22: CCCC(C)NC(=S)Nc1cc(C)cc(C)c1 (configuration not stated)
23: N#Cc1cnn2cc(CCN3CCOCC3)c(-c3ccc(F)cc3)nc12
24: CC(Oc1ccc(Cl)cc1)C(=O)NCC1CCCO1 (configuration not stated)

Compound	17	18	19	20	21	22	23	24
OX1R antag-1	-19	-12	-17	-24	-4	-8	-15	-5
STK33 inh	-0.8	-0.7	-0.2	1.6	-1.6	-1.2	-2.6	-1.0
OX1R antag-2	30	-1	-1	35	2	41	7	19

25: O=C(O)C(Cc1cc2ccccc2[nH]1)N1C(=O)C2CC=C(Cl)CC2C1=O (configuration not stated)
26: Nc1ncn(C2O[C@H](CO)[C@@H](O)[C@H]2O)c(=O)n1 (some centres not stated)
27: O=C(Nc1ccc2nc(-c3cccs3)[nH]c2c1)c1cccs1
28: CC1=[N+]([O-])C(C)(C)CC(C)(C)c2ccccc21
29: Cn1c(-c2ccsc2)c(-c2cccs2)c2cc(-c3ccc4[nH]ccc4c3)ccc21
30: c1ccc(-c2ccccc2OCc2nnc3n2CCC3)cc1
31: OCC1(Cc2ccccc2)CCCN(Cc2c[nH]c3ccccc23)C1 (configuration not stated)
32: CCCCn1c(N)c(N(CC)C(=O)c2ccc3c(c2)S(=O)(=O)c2ccccc2C3=O)c(=O)[nH]c1=O

Compound	25	26	27	28	29	30	31	32
OX1R antag-1	5	11	10	-11	-18	1	-17	-3
STK33 inh	0.4	-1.4	0.0	-0.8	-1.2	-1.6	-0.5	0.2
OX1R antag-2	5	14	93*	17	2	12	7	85*

33: O=C(CSc1ncnc2c1cnn2-c1cccc(Cl)c1)NCC1CCCO1 (configuration not stated)
34: COc1cccc(Cn2cc(N)cn2)c1
35: Cc1ccc(NCCC(=O)c2ccc(Cl)cc2)cc1C
36: Oc1oc(-c2ccccc2)nc1C=Nc1ccccc1
37: O=C1CCC([N+](=O)[O-])C(c2ccc(-c3ccccc3)cc2)N1 (configuration not stated)
38: C/C(=N\NC(=O)c1ccc(Br)cc1)C1C(=O)c2ccccc2C1=O
39: CN1CCN(c2ccccc2NC(=O)c2ccc3c(c2)OCCO3)CC1
40: Cc1c(S(=O)(=O)NC2CCCCC2)c(=O)n(C)c(=O)n1C

Compound	33	34	35	36	37	38	39	40
OX1R antag-1	5	-33	-15	2	-2	-1	-32	1
STK33 inh	-0.7	0.5	-2.4	-0.5	-1.4	1.4	0.0	-0.6
OX1R antag-2	11	7	13	5	7	55*	22	18

41: N#Cc1nc(Cc2cccc3ccccc23)oc1NCC1CCCO1 (configuration not stated)
42: S=c1[nH]nc(-c2c[nH]c3ccccc23)o1
43: COCCN(CCOC)c1ncnc2c1cnn2-c1ccccc1
44: Cc1cccc(N(C(=O)Cn2nnc3ccccc32)C(C(=O)NC(C)(C)C)c2ccsc2)c1 (configuration not stated)
45: Cc1cc(C)cc(-n2c(C)cc(/C=N/NC(=O)CSc3ncccn3)c2C)c1
46: CSc1ccccc1-c1nnc(NC(=O)Cc2ccccc2)o1
47: CCOC(=O)CC[C@H](NC(=O)Cn1cnc2c(OCc3ccccc3)ncnc21)C(=O)OCC
48: O=C(NC1=NCCS1)C1CCN(S(=O)(=O)c2cc([N+](=O)[O-])ccc2Cl)CC1

Compound	41	42	43	44	45	46	47	48
OX1R antag-1	-6	-2	-3	-21	-10	-13	-3	-4
STK33 inh	-1.3	0.6	0.3	0.2	-0.8	-1.0	-0.7	-0.2
OX1R antag-2	3	18	6	17	4	0	-6	25

Rewritten field by field: part of the list above.
47: CCOC(=O)CC[C@H](NC(=O)Cn1cnc2c(OCc3ccccc3)ncnc21)C(=O)OCC
  OX1R antag-1: -3	STK33 inh: -0.7	OX1R antag-2: -6
43: COCCN(CCOC)c1ncnc2c1cnn2-c1ccccc1
  OX1R antag-1: -3	STK33 inh: 0.3	OX1R antag-2: 6

The listing continues:
49: Cc1n[nH]c(=O)nc1Nc1ccc(O)cc1
50: Cc1cc(OCC(=O)Nc2ccccc2N2CCCC2)ccc1C(C)C
51: CCOc1ccc(S(=O)(=O)Nc2ccc(C(=O)NCC3CCCO3)cc2)cc1 (configuration not stated)
52: O=C(c1ccco1)N1CCC(c2nc(-c3ccccc3Cl)no2)CC1
53: CCCC(=O)Nc1ccc(N2CCOCC2)cc1
54: CN(C(=O)COC(=O)c1cc2ccccc2oc1=O)C1CCCCC1
55: CCN(CC)CCCNC(=O)N[C@@H](Cc1ccccc1)C(=O)O
56: COC(=O)c1ccc(CN2CCCC(C(=O)Nc3ccc(-c4ccn[nH]4)cc3)C2)cc1 (configuration not stated)

Compound	49	50	51	52	53	54	55	56
OX1R antag-1	-6	-36	11	-10	-11	-20	1	-6
STK33 inh	1.4	-0.4	-0.8	-0.6	-0.4	-2.5	-0.2	3.4
OX1R antag-2	17	9	7	5	26	28*	14	9

57: COc1ccc(CCNC(=O)Cn2cnc3sc(C)c(-c4ccc(F)cc4)c3c2=O)cc1OC
58: CCN(CC)CCNC(=O)c1ccc(NC(=O)c2cn(-c3ccc(F)cc3)nc2-c2cccc(OC)c2)cc1
59: C/C(=N\Nc1nc2c(s1)CCCC2)c1ccc(Cl)cc1
60: COc1ccc2nc(C)cc(NCc3cccc(C(F)(F)F)c3)c2c1
61: Cc1c(-c2ccc(F)cc2)nc(N)c(C#N)c1-c1cccnc1
62: CCC(=O)Nc1ccc(NC(=O)c2ccccn2)cn1
63: CCOC(=O)C1=C(N)OC2=C(C(=O)CC(C)(C)C2)C1c1cccs1 (configuration not stated)
64: CC1NC(=O)c2ccccc2-n2c1nc1cc(F)ccc1c2=O (configuration not stated)

Compound	57	58	59	60	61	62	63	64
OX1R antag-1	-13	-19	-24	-26	-23	-23	-23	-14
STK33 inh	1.2	2.4	0.9	-0.6	-0.3	1.2	-4.1	-0.6
OX1R antag-2	2	15	13	14	3	7	14	-2

65: N#Cc1ccc(S(=O)(=O)N2CCC(N3CCCCC3)CC2)cc1
66: O=C(N/N=C/c1cc(Br)c(O)c(Br)c1O)c1ccc2c(c1)OCCO2
67: Cc1ccc(S(=O)(=O)Nc2c(NC3CCCCC3)c3ccccc3oc2=O)c(C)c1
68: COc1ccc(S(=O)(=O)Nc2ccc3c(c2)C(=O)N([C@H](C)CO)C[C@H](C)[C@H](CN(C)Cc2ccc(C(=O)O)cc2)O3)cc1
69: CCOC(=O)c1c(C)c(C(=O)NCc2cccnc2)c(C)n1CC
70: N#Cc1ccccc1OCC(O)CS(=O)(=O)c1ccccc1 (configuration not stated)
71: O=C(CCn1c(=O)c2cccn2c2ccc(F)cc21)NCCc1ccccc1
72: Cn1cncc1C(=O)c1ccccc1

Compound	65	66	67	68	69	70	71	72
OX1R antag-1	-13	-13	-1	-8	-22	-10	-41	-7
STK33 inh	0.2	2.3	-0.2	-0.8	0.4	-0.7	-1.1	-19
OX1R antag-2	4	28	18	5	6	8	0	1

73: O=C(CSC(=S)N1CCCC1)c1ccccc1
74: CCCN(CCC)S(=O)(=O)c1ccc(C(=O)NCc2ccco2)cc1
75: O=C(CN1C(=O)CSC1=O)NC1CCCCC1
76: Cc1ccc(Oc2ccc(-c3nc(N)nc(N)n3)cc2)cc1
77: CCCn1c(CN2CCN(C(=O)OCC)CC2)nc2cc(NC(=O)C(C)C)ccc21
78: COc1ccc2c3c([nH]c2c1)C1CC2C(CC(O)C(OC)C2C(=O)O)CN1CC3 (configuration not stated)
79: NC(=O)c1cc(S(=O)(=O)N2CCN(c3cccc(Cl)c3)CC2)cs1
80: Cc1c([N+](=O)[O-])cc(C(=O)Nc2ccc(Cc3ccncc3)cc2)cc1[N+](=O)[O-]

Compound	73	74	75	76	77	78	79	80
OX1R antag-1	-6	-28	3	-11	-19	13	-12	-1
STK33 inh	-1.1	-0.3	-1.9	0.9	-1.1	-0.1	0.6	-7.6
OX1R antag-2	13	19	3	16	10	12	16	12

81: CC(OC(=O)C1CCN(S(=O)(=O)c2ccc(Cl)cc2)CC1)C(=O)N1CCc2ccccc21 (configuration not stated)
82: CCOC(=O)C1=C2c3ccc4ccccc4c3CC(C)(C)N2C(=O)C1=O
83: Cc1ccc(Sc2cc(C(F)(F)F)nc(N(C)C)n2)cc1
84: Cc1cccc(-c2cc(C(=O)Nc3ccc4c(c3)OCCO4)c3ccccc3n2)c1
85: O=c1oc2c(CN3CCOCC3)c(O)c(Cl)cc2c2c1CCCC2
86: NC(=O)c1cc(-c2ccccc2)nc(N2CCOCC2)n1
87: C=CCN(CC(=O)NC1CC1)S(=O)(=O)c1cccc(C(F)(F)F)c1
88: CCOC(=O)C1=C(C)Nc2nc(SCC)[nH]c(=O)c2C1c1ccncc1 (configuration not stated)

Compound	81	82	83	84	85	86	87	88
OX1R antag-1	5	-49	-11	-19	-4	-10	-31	-29
STK33 inh	0.6	x	-0.5	-1.4	5.9	1.4	1.6	-2.1
OX1R antag-2	21	11	5	21	38	22	4	22

89: COc1cccc(Nc2nnc(SCC3CCCCO3)s2)c1 (configuration not stated)
90: Cc1ccsc1-c1nc(CN2CCN(C)C(=O)[C@@H]2C)c(C)o1
91: CCC(C)NC(=O)C1CCC(=O)N1Cc1ccc(C)cc1 (configuration not stated)
92: COc1cccc(OC)c1C(=O)Nc1nnc(-c2ccc(F)cc2)s1
93: COc1ccccc1C1CC(c2ccc(Cl)cc2)Nc2nc(N)nn21 (configuration not stated)

Compound	89	90	91	92	93
OX1R antag-1	-21	-25	2	-13	-16
STK33 inh	1.4	-1.9	3.2	x	0.6
OX1R antag-2	33	7	33	17	13

Bioassay records deposited in PubChem by several laboratories.
